Screens: PubChem, The Scripps Research Institute Molecular Screening Center
PAFAH1B3 FP inh: PAFAH1B3 enzyme inhibitors, primary screen, biochemical, fluorescence polarization, human; inhibition, % at 3.39 µM; 340,000 tested, 0.28% active; AID 492972, 2010; Platelet-activating factor acetylhydrolase IB subunit alpha1 (Homo sapiens), Q15102; recombinant PAFAH1B3, FP-rhodamine probe;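 active = inhibition above the screen-wide average of all tested compounds plus 3 SD, cut at about 25% in these data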;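 note: 0% = enzyme with DMSO only and 100% = wells lacking PAFAH1B3 protein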
pPAFAH inh: pPAFAH enzyme inhibitors, primary screen, biochemical, fluorescence polarization, human. Platelet-activating factor acetylhydrolase (Homo sapiens), Q13093. recombinant pPAFAH, FP-rhodamine probe fluorescence polarization. inhibition, % at 3.39 µM. 330,000 tested, 1.5% active. AID 463082, 2010;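 active = inhibition above the mean inhibition across the screen plus 3 SD, cut at about 25% in these data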;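 note: inhibitors block binding of the rhodamine activity-based probe so polarization drops; 0% = enzyme with DMSO and 100% = wells lacking pPAFAH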
PAFAH2 FP inh: PAFAH2 enzyme inhibitors, primary screen, biochemical, fluorescence polarization, human; AID 492956, 2010; recombinant PAFAH2, FP-rhodamine activity probe; 340,000 tested, 0.99% active; inhibition, % at 3.39 µM; Platelet-activating factor acetylhydrolase 2, cytoplasmic (Homo sapiens), Q99487;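 active = inhibition above the mean over all tested compounds plus 3 SD, cut at about 30% in these data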;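 note: inhibitors block probe labeling of enzyme so polarization drops; 0% = enzyme with DMSO and 100% = wells lacking PAFAH2 protein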
LYPLA2 inh: LYPLA2 inhibitors, primary screen, counter-screen for PME1 inhibitor project, biochemical, fluorescence polarization, FP-Rh probe ABPP; Acyl-protein thioesterase 2 (Homo sapiens), O95372; recombinant LYPLA2; inhibition, % at 5.9 µM; 320,000 tested, 0.38% active; AID 2177, 2009;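 active = inhibition above the screen-wide mean plus 3 SD, limit set per campaign, cut at about 26% in these data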;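 note: 0% = LYPLA2 with DMSO and 100% = wells lacking LYPLA2 enzyme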
ZTA DNA inh: ZTA (EBV) inhibition in EBNA-1 counter-screen | P03206 | ZTA-DNA binding, fluorescence polarization | inhibition, % at 11 µM | 320,000 tested, 0.15% active | AID 2234; in the data active = inhibition above about 33%
PAFAH1B2 FP inh: PAFAH1B2 enzyme inhibitors, primary screen, biochemical, fluorescence polarization, human | 340,000 tested, 1.2% active | AID 492953, 2010 | inhibition, % at 3.39 µM | recombinant PAFAH1B2, FP-rhodamine activity probe | Platelet-activating factor acetylhydrolase IB subunit alpha2 (Homo sapiens), P68402;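 active = inhibition above the mean of all tested compounds plus 3 SD, cut at about 24% in these data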;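 note: 0% = enzyme with DMSO and 100% = wells lacking PAFAH1B2; many of its hits are not listed in these tables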
PREPL inh: PREPL enzyme inhibitors, primary screen, biochemical, fluorescence polarization; 320,000 tested, 0.68% active; AID 2751, 2010; recombinant PREPL, fluorescence polarization activity-based probe; inhibition, % at 5.96 µM; Prolyl endopeptidase-like (Homo sapiens), Q4J6C6; in the data active = inhibition above about 43%;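 note: 0% = enzyme with DMSO and 100% = wells lacking enzyme; many of its hits are not listed in these tables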
Target sequence (Q4J6C6 whole entry, looked up): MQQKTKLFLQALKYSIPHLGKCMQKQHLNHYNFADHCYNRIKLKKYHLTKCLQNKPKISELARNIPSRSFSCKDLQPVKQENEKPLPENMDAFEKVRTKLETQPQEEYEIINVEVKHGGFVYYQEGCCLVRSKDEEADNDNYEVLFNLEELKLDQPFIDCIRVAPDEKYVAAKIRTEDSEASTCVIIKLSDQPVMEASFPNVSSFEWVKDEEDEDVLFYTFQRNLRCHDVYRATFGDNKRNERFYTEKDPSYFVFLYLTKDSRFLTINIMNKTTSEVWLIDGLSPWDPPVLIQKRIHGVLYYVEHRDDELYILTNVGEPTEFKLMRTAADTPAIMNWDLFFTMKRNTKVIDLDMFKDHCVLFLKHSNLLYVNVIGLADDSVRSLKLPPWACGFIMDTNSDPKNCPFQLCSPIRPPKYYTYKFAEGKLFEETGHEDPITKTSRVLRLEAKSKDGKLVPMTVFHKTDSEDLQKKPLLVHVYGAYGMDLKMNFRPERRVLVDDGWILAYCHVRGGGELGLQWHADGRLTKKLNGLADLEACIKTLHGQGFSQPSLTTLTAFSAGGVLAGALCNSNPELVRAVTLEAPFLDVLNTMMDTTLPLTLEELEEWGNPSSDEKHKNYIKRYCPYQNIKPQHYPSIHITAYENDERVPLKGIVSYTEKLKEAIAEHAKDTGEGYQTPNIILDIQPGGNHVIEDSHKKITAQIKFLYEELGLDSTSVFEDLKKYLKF
EBNA-1 inhibitor: EBNA-1 DNA-binding inhibitors, primary screen, biochemical, fluorescence polarization; inhibition, % at 14.8 µM; 300,000 tested, 0.34% active; in the data active = inhibition above about 28%
LYPLA1 inh: LYPLA1 inhibitors, primary screen, counter-screen for PME1 inhibitor project, biochemical, fluorescence polarization, FP-Rh probe ABPP; 320,000 tested, 0.16% active; Acyl-protein thioesterase 1 (Homo sapiens), O75608; inhibition, % at 5.9 µM; recombinant LYPLA1;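 active = inhibition above the mean of all tested compounds plus 3 SD, set per campaign, cut at about 14% in these data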;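 note: inhibitors block serine hydrolase probe labeling of LYPLA1 so polarization falls; 0% = enzyme with DMSO and 100% = wells lacking LYPLA1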
Target sequence (O75608 whole entry, looked up): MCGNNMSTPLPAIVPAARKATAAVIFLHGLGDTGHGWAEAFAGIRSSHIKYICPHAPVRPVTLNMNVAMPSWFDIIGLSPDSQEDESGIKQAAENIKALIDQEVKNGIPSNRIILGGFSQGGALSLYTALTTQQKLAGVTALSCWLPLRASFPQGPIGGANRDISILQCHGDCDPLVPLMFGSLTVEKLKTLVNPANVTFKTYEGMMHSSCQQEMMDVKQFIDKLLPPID
An asterisk follows results filed as active; . = no result given. This is a subset; the hit share may differ from the screen's.

SMILES,LYPLA2 inh,EBNA-1 inhibitor,PAFAH2 FP inh,ZTA DNA inh,PAFAH1B3 FP inh,PREPL inh,LYPLA1 inh,PAFAH1B2 FP inh,pPAFAH inh
COc1ccc(CC2S/C(=C(\C#N)C(=O)NCc3ccco3)N(c3ccc(C)cc3)C2=O)cc1 (stereo unspecified),-1,-7,7,-2,10,-3,-2,4,-1
Clc1ccc(-c2nnc(SCc3ccon3)o2)c(Cl)c1,0,-5,7,1,6,3,0,1,7
NNC(=O)c1ccc(NS(=O)(=O)c2ccc(Br)cc2)cc1,-14,-5,.,-7,.,17,-7,.,3
COC(=O)C1CCC(=S)N1C(=O)c1ccccc1 (stereo unspecified),0,3,4,2,0,-5,1,4,2
NC(=O)C(C(=O)/C=C/c1ccc(Cl)cc1)=C1SCCS1,0,7,1,7,11,-3,-2,1,4
CN(Cc1ccccc1)c1ncnc(N)c1[N+](=O)[O-],2,-4,-2,13,1,-4,1,5,1
COc1ccc(/C=C/C(=O)OCC(=O)Nc2cccc(S(=O)(=O)NC3=NCCCCC3)c2)cc1,.,.,68*,.,9,38,.,-2,3
O=C(Nc1ccccc1C(=O)NC1CCCCC1)c1ccco1,-1,2,0,4,3,-2,1,-1,1
COc1ccc(C(=O)N[C@H](C(=O)NCC2CCCCC2)C(C)C)cc1,4,-2,2,5,6,-4,1,6,0
CCC1CCC(C(=O)NC(CCSC)C(=O)NCCN(CC(C)C)CC(C)C)CC1 (stereo unspecified),-4,-1,13,-8,8,3,-3,10,-1
COCc1[nH][nH]c(=O)c1C=Nc1ccc(F)cc1F,4,6,4,-5,7,-2,0,3,3
CC(=O)C1=C(O)C(=O)N(CCCCCC(=O)O)C1c1ccc(N(C)C)cc1 (stereo unspecified),0,-5,-2,-5,10,13,-3,5,0
CC1(C)NC(=O)N(c2ccccc2Cl)C1(C)NO (stereo unspecified),7,-3,5,1,17,-2,5,5,4
Cc1ccccc1Nc1nc(N)nc(CSc2nc3ccccc3c(=O)n2CCCO)n1,0,42*,1,9,3,12,-1,0,1
Clc1ccc(C2=C3CCCCn4c(-c5ccccc5)c[n+](c43)C2)cc1,3,7,-11,3,-5,50*,3,-1,12
CC(C)Cn1c(SCC(=O)Nc2ncccn2)nc2ccccc21,-6,-11,-3,-22,2,0,-3,-1,12
CC(=O)Nc1ccc(S(=O)(=O)N2CCN(CC(O)COc3ccc4ccccc4c3)CC2)cc1 (stereo unspecified),-4,2,-4,-17,1,-1,-6,-2,13
COC(=O)c1ccc(N(C(=O)c2ccco2)C(C(=O)NC2CCCC2)c2ccco2)cc1 (stereo unspecified),5,5,-4,-4,1,13,3,3,1
Cc1cc(S(=O)(=O)NCCN(C)C)c(C)s1,9,12,-5,0,1,0,-5,-1,3
O=C(Nc1ncc(Cc2ccc(Cl)cc2Cl)s1)c1ccc([N+](=O)[O-])cc1,-8,-8,11,0,9,23,-6,-1,-3
COc1ccc(Cl)cc1S(=O)(=O)N1CCCC1=O,3,8,2,3,9,7,2,-2,-1
COCCCNc1nc2cc(OC)c(OC)cc2c2nc(-c3ccccc3)nn12,-9,-3,-11,3,13,18,-2,5,3
COc1ccc(/C=N\NC(=O)c2cc(O)c(O)c(O)c2)cc1COc1ccc(C(=O)OCC(C)C)cc1,-18,0,31*,-3,26*,15,-28,13,85*
CCC1SC2=NC(C)=C(C(=O)OC)C(c3ccc(C)cc3)N2C1=O (stereo unspecified),-8,-3,-1,10,2,5,-4,-2,-1
Clc1ccc(CNc2nnnn2-c2ccccc2)c(Cl)c1,-2,0,-4,-6,2,-13,-4,-2,1
Cc1ccccc1-n1c(SCc2c(C)noc2C)nnc1-c1ccncc1,0,-5,-4,-19,-2,-13,-4,-3,0
Cc1c(NC(=O)C23CC4CC(CC(C)(C4)C2)C3)c(=O)n(-c2ccccc2)n1C,-1,-7,50*,23,4,1,2,35*,3
Nc1nc(-c2ccc(Br)cc2)cs1,10,15,3,1,6,6,4,83*,8
CC(C)CNC(=O)COC(=O)c1cc(S(=O)(=O)N2CCCCC2)ccc1N1CCOCC1,-6,2,10,-3,7,12,2,-3,7
COc1cc(C(=O)NCC(=O)OCCN2C(=O)c3ccccc3C2=O)cc(OC)c1OC,-3,-18,0,-1,3,11,-4,-1,-1
CCOc1c(Cl)cnn(-c2ccc(C)cc2)c1=O,0,0,-4,-6,2,5,7,1,4
COc1ccc(NCc2n[nH]nc2-c2ccccc2)cc1Cl,-2,2,-1,4,1,7,2,1,5
CCOC(=O)C(NC(=O)CC)(Nc1ccccc1OC)C(F)(F)F (stereo unspecified),2,9,-5,3,2,5,0,2,1
COc1ccc(NC(=O)CSc2nnnn2C)cc1S(=O)(=O)N1CCCCC1,-1,.,-2,-13,2,3,2,-1,-3
S=C(Nc1ccc(Cl)cc1Cl)N1CCN(c2ccccn2)CC1,-8,27,-1,6,8,-3,-4,6,2
Cc1nn(Cc2cccc(F)c2)c(C)c1NC(=O)c1c(Cl)cnn1C,-4,0,-1,14,4,0,4,1,-2
COC(=O)CSc1nnc(-c2cccnc2)n1C,3,-2,4,2,10,5,0,-4,0
Cc1ccccc1Cn1cc(CCC(=O)N2CCOCC2)c2ccccc21,-5,-3,3,-8,3,31,2,4,6
N#Cc1cc([N+](=O)[O-])ccc1Oc1ccc(-c2nnco2)cc1,30*,1,2,-10,11,9,9,-1,3
O=C(c1ccc(Cl)cc1)N1CCN(C(=O)c2ccco2)CC1,1,-2,-2,4,4,2,2,6,0
COc1ccccc1CNC(=O)CS(=O)(=O)Cc1ccccc1,-3,4,-2,13,5,-4,-2,7,6
CCCCn1c(SCC(=O)Nc2ccc3c(c2)OCCO3)nnc1C(CC)N(C)C (stereo unspecified),6,.,4,-5,8,1,-2,2,0
Cc1ccc(NC(=O)CSc2nnc(-c3cc(C)on3)o2)cc1,-5,-6,1,-1,3,-5,0,2,1
O=C(NCCCN1CCOCC1)C(=O)NCC1OCCN1S(=O)(=O)c1ccc(F)cc1 (stereo unspecified),4,6,-2,-10,4,-2,0,0,-6
COc1ccccc1N(C)S(=O)(=O)c1ccc(Cl)c(C(=O)NNC(=O)c2ccccc2O)c1,0,-10,1,-1,10,17,-1,3,10
CCOc1ccc(-n2cc(C(=O)N3CCC(C)CC3)c3cc(OC)c(OC)cc3c2=O)cc1,-1,2,-2,-13,4,24,0,-1,-2
O=[N+]([O-])c1cc(/C=N/N2CCN(c3ccccc3)CC2)ccc1Cl,-1,5,-4,8,4,6,2,3,3
CCC(C(=O)NC1CCCC1)N(C(=O)Cn1nnc(-c2ccc(C)o2)n1)c1ccc(OC)c(OC)c1 (stereo unspecified),8,1,-9,-5,4,7,1,3,5
Cc1cccc(OC(=O)C2C(c3ccccc3)C(C(=O)O)C2c2ccccc2)c1 (stereo unspecified),9,-10,-9,-13,3,10,2,0,11
O=P(CCCCCCCCCP(=O)(c1ccccc1)c1ccccc1)(c1ccccc1)c1ccccc1,7,18,-2,-2,-3,30,2,1,8
CC1(c2cccc([N+](=O)[O-])c2)CC(C)(C)N(C(=O)c2ccccc2)c2ccccc21 (stereo unspecified),0,-9,12,-6,1,12,2,-2,-1
CCNC(=S)Nc1cc(OC)c(NC(=O)c2ccco2)cc1OC,0,-2,3,-3,5,0,2,1,2
COc1cc(CN2CC(C)OC(C)C2)cc(OC)c1 (stereo unspecified),3,3,0,-9,-1,-4,1,5,0
CS(=O)(=O)N(Cc1ccccc1)c1ccc(C(=O)N2CCOCC2)cc1,-1,-7,10,-6,2,-3,2,8,-9
N=c1c(C(=O)NC2CCCCC2)cc2c(=O)n3ccccc3nc2n1Cc1ccco1,-1,-3,4,-10,3,26,-2,2,8
Cc1cc(C)c(NC(=O)CSc2cccc[n+]2[O-])c(C)c1,.,.,-12,.,8,4,.,0,5
COc1ccc(C)cc1S(=O)(=O)N(C)CC(=O)NC1CCCCCC1,0,-1,4,-9,3,-3,3,2,-1
CCOc1nc2c(c(-c3cccs3)c1C#N)Cc1ccccc1-2,-7,-5,.,1,.,3,-2,.,-10
O=C(Nc1ccc(S(=O)(=O)Nc2ncccn2)cc1)c1ccc(Br)o1,4,-6,4,3,14,-13,0,3,2
C=CCn1c(O)c(N=NC(=O)CNC(=O)/C=C/c2ccc(OC)cc2)c2ccccc21,-10,-6,-3,-4,4,27,4,3,-1

Later entries.
SMILES,LYPLA2 inh,EBNA-1 inhibitor,PAFAH2 FP inh,ZTA DNA inh,PAFAH1B3 FP inh,PREPL inh,LYPLA1 inh,PAFAH1B2 FP inh,pPAFAH inh
C[C@H](NC(=O)N1CCC(Cc2ccccc2)CC1)C(=O)O,10,4,3,0,6,11,4,4,2
CCOc1ccccc1C(=O)N(CCC(=O)OC)c1ccccn1,4,7,-1,10,4,-3,-1,-3,3
COc1ccc(OCc2cc(C(=O)NC(C)c3csc(C)n3)no2)c(Cl)c1 (stereo unspecified),9,3,7,16,4,0,3,4,8
Cc1nn(C)cc1/C=N/n1nnnc1N,4,-14,6,0,5,11,-1,4,1
